Screening results deposited in PubChem BioAssay by several laboratories.
IL1B NFkB inh = blocks IL-1B driven NFkB nuclear translocation in HUVEC cells; HUVEC IL-1B NFkB p65 nuclear translocation imaging; inhibition, % at 2 µM; 0.43% of 94,000 active;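 active = inhibition above about 30% together with a positive call from visual inspection of the well image, limit read from the data; inconclusive = inhibition above a set limit but visual check negative; inactive = inhibition not above a set limit, visual check negative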;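 also: nuclear over cytoplasmic p65 intensity ratio measured by imaging; 0% = IL-1B stimulated DMSO wells and 100% = unstimulated DMSO wells; values of inactives mirror those of a sister screen read the other way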
NFkB transloc pot = enhances IL-1B driven NFkB nuclear translocation; HUVEC IL-1B NFkB p65 nuclear translocation imaging; activation, % at 2 µM; 0.3% of 94,000 active; AID 819;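 active = activation above 40%, about the mean plus 3 SD, also judged a hit on visual image review; inconclusive = activation above 40% but not a hit on visual review; inactive = activation not above 40% and no visual hit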;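 also: percent activation is computed from the nuclear over cytoplasmic p65 intensity ratio; values of inactives mirror those of a sister screen read the other way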
MRP resist rev = compounds reversing MRP-mediated drug resistance | H69AR cells + 2 uM doxorubicin, CellTiter-Glo, 72 h | differential viability (reversal), % at 10 µM | 0.04% of 85,000 active;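 active = viability drop by adding the cancer drug above about 55%, with treated viability meeting a 40% cutoff, limit read from the data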;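 also: viability without doxorubicin minus viability with 2 µM doxorubicin for each compound; larger differential means the compound sensitizes cells more to doxorubicin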
Bcl-B TR3 displacers = displacers of TR3 peptide from Bcl-B, primary screen, selectivity assay for Bfl-1 inhibitor project, biochemical, fluorescence polarization | FP displacement of FITC-TR3 peptide from Bcl-B; higher % means a stronger effect | displacement, % at 20 µM, or IC50 in µM where a hit was titrated | 0.11% of 96,000 active;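 active = displacement above 50% at 20 µM plus a fluorescence interference ratio under 1.5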;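 also: plate controls were wells without compound for no effect and wells lacking Bcl-B protein for full effect; a part of the inactive calls stands beside numbers as strong as those of hits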
PLAP inhibition = inhibition of human placental alkaline phosphatase – biochemical, luminescence, HTS (AID 690). purified PLAP, luminescent substrate; higher % means a stronger effect. inhibition, % at 20 µM; hits with a dose series show IC50 in µM. 0.08% of 96,000 active; in the data active = a potency from the dose series; inactive = the rest, 99 in 100 with inhibition below about 30%; also: strong numbers were not always called active
MRP resist rev cytotoxicity = second read-out of MRP resist rev, no call of its own (marks repeat the call); viability, %; H69AR cells, CellTiter-Glo, 72 h; measured here: cytotoxicity without doxorubicin
MRP resist rev with doxorubicin = second read-out of MRP resist rev, no call of its own (marks repeat the call); viability, %; measured here: viability with 2 uM doxorubicin; hits give low values
IL1B NFkB inh cell count 2 µM = also measured in IL1B NFkB inh; calls as there; cell count; measured here: cells passing quality filter;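 raw number of nuclei counted in each imaged well without normalization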
NFkB transloc pot cell count 2 µM = recorded beside NFkB transloc pot, whose call it bears; cell count; measured here: cells passing quality filter
Numbers without * were called inactive; ? = inconclusive; nt = not tested or not shown. These rows are one share of the data. The share of hits here may be higher or lower than overall.

Sample of the layout, 4 compounds:
SMILES	IL1B NFkB inh	IL1B NFkB inh cell count 2 µM	NFkB transloc pot	NFkB transloc pot cell count 2 µM	MRP resist rev	MRP resist rev cytotoxicity	MRP resist rev with doxorubicin	Bcl-B TR3 displacers	PLAP inhibition
Nc1nc(CN2CCN(c3ccccn3)CC2)nc(Nc2ccc(F)cc2)n1	-12	144	12	144	1	77	77	-1%	17%
COc1ccc(N2CCN(CCCNS(=O)(=O)c3ccc4c(c3)oc(=O)n4C)CC2)cc1	9	35	-9	35	2	92	89	8%	-42%
CCC(C)(C)NC(=O)C(c1ccco1)N(C(=O)CNC(=O)c1cccs1)c1cccnc1 (centres undefined)	-23	120	23	120	19	97	77	nt	nt
CC1CCCCN1C(=O)CSc1ccc(-c2ccc(F)cc2)nn1 (centres undefined)	-20	105	20	105	-6	78	84	-2%	-49%

The list itself, previewed entries included:
SMILES	IL1B NFkB inh	IL1B NFkB inh cell count 2 µM	NFkB transloc pot	NFkB transloc pot cell count 2 µM	MRP resist rev	MRP resist rev cytotoxicity	MRP resist rev with doxorubicin	Bcl-B TR3 displacers	PLAP inhibition
Nc1nc(CN2CCN(c3ccccn3)CC2)nc(Nc2ccc(F)cc2)n1	-12	144	12	144	1	77	77	-1%	17%
COc1ccc(N2CCN(CCCNS(=O)(=O)c3ccc4c(c3)oc(=O)n4C)CC2)cc1	9	35	-9	35	2	92	89	8%	-42%
CCC(C)(C)NC(=O)C(c1ccco1)N(C(=O)CNC(=O)c1cccs1)c1cccnc1 (centres undefined)	-23	120	23	120	19	97	77	nt	nt
CC1CCCCN1C(=O)CSc1ccc(-c2ccc(F)cc2)nn1 (centres undefined)	-20	105	20	105	-6	78	84	-2%	-49%
C/C(=C\c1ccco1)C1C(C#N)=C(N)OC2=C1C(=O)CC(C)(C)C2 (centres undefined)	9	134	-9	134	4	88	84	-5%	-36%
O=C(CCN1C(=O)C2C3C=CC(C3)C2C1=O)N1CCN(c2ccc(F)cc2)CC1 (centres undefined)	nt	nt	nt	nt	9	83	74	-4%	-28%
COc1ccc(C2CC(c3ccccc3)n3nnnc3N2)cc1 (centres undefined)	-10	132	10	132	13	92	78	-16%	23%
Fc1ccc(Oc2nccc(-c3ccc(Cl)cc3)n2)cc1	4	156	-4	156	nt	nt	nt	-2%	-10%
COc1ccccc1N1CCN(C(=O)CCNS(=O)(=O)c2ccc(Br)s2)CC1	3	97	-3	97	16	92	76	0%	-20%
CC(=O)NC(Cc1cnc[nH]1)C(=O)O (centres undefined)	-9	130	9	130	-19	93	112	7%	-1%
COc1ccc(N(CC(=O)O)S(=O)(=O)c2c(C)n[nH]c2C)cc1	7	188	-7	188	-3	108	111	4%	-17%
COc1ccc(CNC(=O)C2CCCN(S(=O)(=O)c3c(C)nn(C)c3C)C2)cc1 (centres undefined)	2	179	-2	179	1	84	83	7%	-64%
CCOc1cc(/C=N/NC(=O)COc2ccc(Cl)cc2)ccc1OS(=O)(=O)c1ccccc1	7	175	-7	175	nt	nt	nt	2%	-59%
CCOc1cccc(NC(=O)C(Cc2cccs2)c2nn[nH]n2)c1 (centres undefined)	-3	99	3	99	8	92	84	17%	-6%
COc1[nH]c(/N=C/c2ccccc2)c(C#N)c1C#N	-12	190	12	190	13	84	70	86%	-15%
CN(C)C(=O)CSc1nnc(CCN)o1	9	88	-9	88	-5	85	90	12%	-13%
COc1cc(CN2CCC(C(=O)N3CCCC(C)C3)CC2)cc(OC)c1O (centres undefined)	-34	186	34	186	-9	92	101	3%	-20%
COCC(=O)N(Cc1cc2cc(OC)ccc2[nH]c1=O)c1ccccc1OC	-40	126	?	nt	3	101	98	-3%	-7%
CNS(=O)(=O)c1ccc(OC)c(-c2nnc3c4ccccc4c(C)nn23)c1	-25	185	25	185	4	76	73	-2%	-22%
O=C(Cc1ccccc1)NC(=S)Nc1cc(C(F)(F)F)ccc1Cl	16	234	-16	234	nt	nt	nt	-7%	9%
C=CCn1c(=O)c(C(=O)Nc2ccccc2C(=O)OCC)c(O)c2ccccc21	-7	156	7	156	-19	90	108	4%	-27%
CCN(CC)S(=O)(=O)c1ccc(NC(=O)CSc2nnc(-c3ccc(F)cc3)o2)cc1	3	90	-3	90	-4	54	58	-3%	11%
CC(=O)OCc1c(C(F)(F)F)nn(C)c1Oc1cccc(C(F)(F)F)c1	-12	115	12	115	nt	nt	nt	-3%	4%
CCOc1ccc(CCn2c(-c3ccco3)nc3ccccc3c2=O)cc1OCC	3	166	-3	166	-7	32	39	4%	-14%
O=C(Cn1cc2c(n1)CCCC2)N1CCc2ccccc21	nt	nt	nt	nt	-24	77	101	0%	12%
COc1ccc(-c2nn(-c3ccccc3)cc2C(=O)n2nnc3ccccc32)cc1	-4	189	4	189	-7	23	30	4%	2%
Cn1c(=O)c2c(nc(Sc3nc4ccccc4n3CC(=O)N3CCCCC3)n2C)n(C)c1=O	nt	nt	nt	nt	12	94	82	2%	-84%
CCCc1nc(SC2CCCC2)c2c(=O)n(C)c(=O)n(C)c2n1	2	182	-2	182	1	88	87	6%	-14%
O=C(CSc1nnc2c(n1)[nH]c1ccc(F)cc12)OCc1ccccc1	-21	66	21	66	13	55	42	0%	10%
O=C(NCC(=O)N(Cc1cccs1)C(C(=O)NC1CCCCC1)c1ccco1)c1cccs1 (centres undefined)	-10	85	10	85	4	82	78	nt	nt
Cc1cccc(OCC(=O)Nc2ccc(N3CCN(S(C)(=O)=O)CC3)cc2)c1	-18	207	18	207	3	86	82	0%	16%
CCOC(=O)c1sc(NC(=O)CCN2CC(C)OC(C)C2)c(C(=O)OCC)c1C (centres undefined)	-10	148	10	148	nt	nt	nt	-66%	-11%
CCN(CC)CC(=O)c1c[nH]c2ccccc12	-54	125	?	nt	-12	82	94	0%	12%
OCC(CO)(CO)n1cnnn1	8	187	-8	187	2	99	97	13%	-13%
NC(=O)NC1CCCc2c1[nH]c1ccc(Cl)cc21 (centres undefined)	nt	nt	nt	nt	-7	91	98	0%	-1%
Cc1cc(NC(=O)CSc2nc3ccccc3n2CC(=O)N2CCC(C)CC2)no1	15	79	-15	79	-26	49	76	nt	nt
Cn1c(-n2c(-c3ccco3)nc3ccccc3c2=O)nc2ccccc21	13	85	-13	85	nt	nt	nt	-4%	-22%
CCOC(=O)C1=C(C)N=C2SCCC(=O)N2C1c1sccc1C (centres undefined)	nt	nt	nt	nt	2	100	98	6%	-7%
CCCCn1nnnc1SCC(=O)NCc1ccco1	-10	79	10	79	8	91	83	-6%	-16%
O=[N+]([O-])c1ccc(N2CCOCC2)nc1	-15	191	15	191	nt	nt	nt	-11%	4%
O=C(c1ccco1)N1CCN(C(c2ccccc2Cl)c2nnnn2CC2CCCO2)CC1 (centres undefined)	4	178	-4	178	13	91	78	-2%	-30%
COc1cc(/C=N/NC(=O)COc2ccc(Cl)cc2)ccc1OS(=O)(=O)c1ccc(C)cc1	-17	165	17	165	nt	nt	nt	-2%	-42%
O=C1c2ccccc2C(=O)N1CCc1nc2ccccc2c(=O)n1-c1ccccn1	-2	165	2	165	-3	94	97	-6%	-3%
Cc1c(NC(=O)Nc2ccccc2Cl)sc(=S)n1C	0	87	0	87	nt	nt	nt	nt	nt
CC(C)NC(=O)C1CCN(C(=O)C(C(=O)c2ccccc2)n2cc(Cl)ccc2=O)CC1 (centres undefined)	3	152	-3	152	0	109	109	-4%	3%
CSc1nc2ccccc2n1Cc1c(Cl)cccc1Cl	6	50	-6	50	-34	36	69	0%	8%
CCOc1ccc(N(CC(=O)NCc2cccc(OC)c2)S(=O)(=O)c2c(C)noc2C)cc1	-9	135	9	135	5	88	83	2%	0%
COc1ccc(CN2C(=O)c3cccnc3C2O)cc1 (centres undefined)	11	139	-11	139	-3	101	104	4%	4%
CCC(C)Nc1c2c(nc3c(-c4ccccc4)c(C)nn13)CCC2 (centres undefined)	-7	178	7	178	-14	30	44	2%	9%
Nc1nc(CSCc2ccccc2)nc(N2CCOCC2)n1	7	136	-7	136	6	98	92	0%	-21%
COc1ccc(OC)c2c1sc(=NC(=O)c1cccc(N3C(=O)CCC3=O)c1)n2C	11	168	-11	168	nt	nt	nt	-2%	10%
O=C(COc1ccccc1F)Nc1ccc(S(=O)(=O)NCc2ccco2)cc1	15	100	-15	100	13	87	74	8%	20%
COc1ccc(-n2c(SCC#N)nc3ccccc3c2=O)cc1	-11	177	11	177	4	100	95	-3%	15%
COc1ccc(NC(NC(=O)c2ccc(OC)cc2)C(Cl)(Cl)Cl)cc1 (centres undefined)	-8	86	8	86	nt	nt	nt	-8%	-7%
CCOC(=O)CCCc1sc(N)nc1-c1[nH]c(=O)[nH]c1C	-13	137	13	137	-1	93	94	5%	-70%
Oc1ccccc1/C=N/n1cnnc1	-6	171	6	171	19	115	96	13%	12%
Cc1ccc(C(C(=O)NCCc2ccccc2)N(C(=O)c2csnn2)C2CC2)o1 (centres undefined)	-8	134	8	134	7	92	85	0%	-26%
CCOC(=O)Cc1csc(NC(=O)NC2(C(F)(F)F)Oc3ccc(Cl)cc3O2)n1 (centres undefined)	12	164	-13	164	nt	nt	nt	6%	30%
CCOc1ccc(N(CC(=O)NCC2CCCO2)S(=O)(=O)c2ccc(OC)c(OC)c2)cc1 (centres undefined)	-10	138	10	138	-13	75	89	nt	nt
O=C(CCl)N(c1ccc(Cl)cc1)c1c[nH]c2ccccc12	-8	188	9	188	0	1	1	4%	11%
Next part
SMILES	IL1B NFkB inh	IL1B NFkB inh cell count 2 µM	NFkB transloc pot	NFkB transloc pot cell count 2 µM	MRP resist rev	MRP resist rev cytotoxicity	MRP resist rev with doxorubicin	Bcl-B TR3 displacers	PLAP inhibition
C=CCc1cc(/C=N\NC(=O)CSc2nnc(CCCc3ccc(OC)c(C)c3)o2)cc(OC)c1O	-10	157	10	157	nt	nt	nt	-3%	9%
COc1ccc(-n2nnc3c(SCC(=O)NCc4ccco4)ncnc32)cc1	-8	134	8	134	-8	89	97	16%	4%
Cc1nc2ccccc2c(=O)n1CC(=O)N1CCOCC1	-18	147	18	147	-13	78	91	-2%	7%
O=C(NCCN1CCN(Cc2ccccc2Cl)CC1)Nc1ccccc1	8	188	-8	188	9	85	75	0%	15%
CCOc1ccc(Nc2nc(Cc3nnc(SCC(=O)N(CC)CC)n3C)cs2)cc1	-1	74	1	74	12	98	86	nt	nt
COc1ccc(N2CCN(c3nc(NCCO)nc(N4CCOCC4)n3)CC2)cc1	0	115	0	115	19	98	79	-9%	-36%
Cc1ccc(S(=O)(=O)/C(C#N)=C/c2c(N3CCN(C)CC3)nc3ccccn3c2=O)cc1	-24	112	24	112	12	93	81	20%	-46%
O/N=C1/CCCCc2sccc21	2	201	-1	201	-10	89	99	18%	-8%
COc1ccc(NC(=O)C2CC(=O)N(c3cc(C)ccc3C)C2)cc1 (centres undefined)	6	93	-6	93	1	97	97	-9%	4%
CCC(=O)N1CCN(c2cc(C)ccc2C)CC1	-4	133	4	133	8	98	90	-2%	-43%
O=C(c1cccc(S(=O)(=O)N2CCCC2)c1)c1nnc(-c2ccncc2)o1	-5	151	5	151	-22	62	84	-14%	-50%
CCOC(=O)Cn1c(CN(Cc2ccccc2)Cc2ccccc2)nc2c1c(=O)n(C)c(=O)n2C	-22	108	22	108	-5	80	86	0%	-49%
Cc1cccc2cc(CN(Cc3ccccc3)C(=O)c3cccc(F)c3)c(Cl)nc12	-2	143	2	143	nt	nt	nt	1%	-14%
Cc1ccc(-n2nc(C)c3c(C)c(CCC(=O)NCc4ccccc4)c(C)nc32)cc1	3	177	-3	177	-4	32	36	8%	17%
CN(c1ccccc1)S(=O)(=O)c1ccc(NC(=S)NC(=O)c2ccccc2)cc1	-18	185	17	185	nt	nt	nt	5%	-16%
Cc1ccnc(NS(=O)(=O)c2ccccc2)n1	-20	168	20	168	-7	91	98	-10%	10%
